CF NFkB block = cystic fibrosis NF-kB activation inhibition; KKLEB NF-kB-GFP reporter, PAF-induced, GFP fluorescence overnight; inhibition, % at 5 µM; actives 0.86% (n = 360,000); AID 588850;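 active = at least 50% inhibition at 5 µM, scaled per plate between neutral and stimulator controls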;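 note: PAF is a Pseudomonas aeruginosa culture filtrate used as stimulus; plate controls were PAF-stimulated DMSO wells for no effect and unstimulated DMSO wells for full effect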
LRH-1 inv ag = NR5A2 inverse agonism in reporter assay. actives 0.13% (n = 360,000). inhibition, % at 3.6 µM. AID 602396. HEK293T StAR-luciferase reporter, LRH-1 transfected, 24 h;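 active = inhibition above the mean inhibition of all tested compounds plus 3 SD, cut at about 73% in these data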;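 note: 0% = DMSO wells and 100% = reporter-only cells lacking LRH-1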
NCOA3 inh = inhibitors of human steroid receptor coactivator 3 (SRC3) | Q9Y6Q9 | HEK293 GAL4-SRC3 luciferase reporter, luminescence | inhibition, % at 3.6 µM | actives 0.17% (n = 360,000) | AID 588352;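 active = inhibition above a per-campaign cutoff, the mean of all compounds plus 3 SD, cut at about 60% in these data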;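 note: 0% = DMSO-treated cells and 100% = gossypol-treated cells at 36 µM; higher means less SRC3-driven luciferase light from the GAL4 reporter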
TWEAK Fn14 block = blocks TWEAK-Fn14 interaction in a reporter cell assay; actives 2% (n = 360,000); inhibition, % at 10 µM; TWEAK-stimulated Fn14 reporter cells, luciferase luminescence, 8 h; AID 1159606; in the data active = inhibition above about 50%
EBV LMP1 NFkB = inhibitors of Epstein-Barr LMP1-induced NF-kappaB reporter | actives 0.69% (n = 350,000) | inhibition, % at 12.5 µM | LMP1-induced NF-kappaB luciferase reporter cells, luminescence; in the data active = inhibition above about 41%;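 note: 0% = neutral control wells and 100% = reference inhibitor control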
TROY signal inh = TROY signaling inhibition | Q293 LMP1-TROYcd NF-kB luciferase reporter, 4 h | inhibition, % at 10 µM | actives 0.98% (n = 360,000) | AID 1347056;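 active = compounds whose plate-normalised and pattern-corrected inhibition of the luciferase reporter signal at the single screening dose is 50% or more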
KKLEB tox = CF airway cell cytotoxicity counter-screen; activity change (cytotoxicity), % at 5 µM; actives 0.36% (n = 360,000); AID 602141; KKLEB CF airway cells viability, ATPlite luminescence, overnight; hits give low values; cells stimulated with P. aeruginosa culture filtrate;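 active = corrected activity change at or below -50% at 5 µM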
Shn3 inh set2 = inhibitors of Schnurri-3 3'UTR reporter in osteoblasts | Clone20 osteoblast Shn3 3'UTR firefly luciferase, 24 h | inhibition, % at 12.5 µM | actives 0.52% (n = 360,000);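 active = mean inhibition of at least 75% with every replicate also reaching 75%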;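 note: 0% = median of neutral control wells and 100% = pilot-screen positive control compound; some compounds past the cut are filed as inactive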
COUP-TFII inh = inhibitors of human COUP-TFII (NR2F2). P24468. HEK293T NGFI-A luciferase reporter, luminescence. inhibition, % at 8.6 µM. actives 0.7% (n = 370,000);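 active = inhibition above a per-plate cutoff, mean inhibition of test wells between control levels plus 3 SD, cut at about 38% in these data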;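 note: cells cotransfected with COUP-TFII expression vector driving the NGFI-A reporter; 0% = median of COUP-TF2 test wells and 100% = reporter-only cells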
SRC1 inh = human NCOA1 inhibition | HEK293 GAL4-SRC1 luciferase reporter, luminescence | inhibition, % at 3.6 µM | AID 588354 | actives 0.12% (n = 360,000);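 active = inhibition above the campaign mean plus 3 SD, with each screening campaign given its own cutoff, cut at about 60% in these data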;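 note: 0% = DMSO treated cells and 100% = gossypol at 36 µM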
Target sequence (Q15788 whole entry, looked up, the tested form may be a part): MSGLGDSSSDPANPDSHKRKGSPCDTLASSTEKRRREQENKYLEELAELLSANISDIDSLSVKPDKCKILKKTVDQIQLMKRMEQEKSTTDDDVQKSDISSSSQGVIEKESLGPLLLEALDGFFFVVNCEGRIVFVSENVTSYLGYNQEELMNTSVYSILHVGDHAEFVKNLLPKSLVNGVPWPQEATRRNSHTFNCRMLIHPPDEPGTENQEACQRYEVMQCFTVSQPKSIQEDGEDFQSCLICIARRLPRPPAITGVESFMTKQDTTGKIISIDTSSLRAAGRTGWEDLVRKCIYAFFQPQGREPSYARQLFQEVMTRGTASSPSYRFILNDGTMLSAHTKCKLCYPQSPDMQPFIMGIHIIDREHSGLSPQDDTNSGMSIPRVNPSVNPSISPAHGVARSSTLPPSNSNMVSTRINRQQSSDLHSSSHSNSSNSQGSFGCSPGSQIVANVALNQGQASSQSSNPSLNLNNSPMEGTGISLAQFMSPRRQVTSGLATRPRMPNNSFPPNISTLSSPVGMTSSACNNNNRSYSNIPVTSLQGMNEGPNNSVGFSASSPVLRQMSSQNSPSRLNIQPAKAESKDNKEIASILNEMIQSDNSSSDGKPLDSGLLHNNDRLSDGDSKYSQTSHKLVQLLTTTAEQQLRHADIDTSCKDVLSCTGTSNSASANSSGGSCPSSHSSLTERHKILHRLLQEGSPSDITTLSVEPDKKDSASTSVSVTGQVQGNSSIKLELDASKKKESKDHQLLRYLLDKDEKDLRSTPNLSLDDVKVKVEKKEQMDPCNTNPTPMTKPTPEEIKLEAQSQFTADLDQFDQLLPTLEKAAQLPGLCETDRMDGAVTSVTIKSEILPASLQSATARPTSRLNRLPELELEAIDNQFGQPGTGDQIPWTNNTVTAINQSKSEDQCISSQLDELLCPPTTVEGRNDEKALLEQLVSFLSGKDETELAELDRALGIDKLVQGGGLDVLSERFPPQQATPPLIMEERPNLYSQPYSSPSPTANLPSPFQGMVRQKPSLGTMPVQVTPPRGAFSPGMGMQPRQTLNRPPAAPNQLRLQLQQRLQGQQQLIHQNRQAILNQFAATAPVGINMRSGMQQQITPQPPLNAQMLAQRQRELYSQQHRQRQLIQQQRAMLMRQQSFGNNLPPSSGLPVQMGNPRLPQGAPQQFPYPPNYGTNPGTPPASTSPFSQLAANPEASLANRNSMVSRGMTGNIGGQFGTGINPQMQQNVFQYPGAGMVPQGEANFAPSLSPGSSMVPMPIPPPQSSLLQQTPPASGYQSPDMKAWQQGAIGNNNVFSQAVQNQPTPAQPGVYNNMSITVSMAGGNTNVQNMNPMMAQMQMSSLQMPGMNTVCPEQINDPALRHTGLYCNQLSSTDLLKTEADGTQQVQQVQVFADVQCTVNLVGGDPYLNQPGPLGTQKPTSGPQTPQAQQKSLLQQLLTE
C8 TRAIL sens = sensitizes caspase-8 expressing cells to TRAIL; NB7+C8 cells + TRAIL, ATPlite viability luminescence; inhibition (viability loss, TRAIL sensitization), % at 10 µM; actives 1% (n = 360,000); AID 624354;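 active = compounds causing at least 50% loss of cell viability in the single-dose screen, relative to plate controls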
An asterisk follows results filed as active; / = no result given; & = joins results of further samples. The list is partial. The share of hits here may be higher or lower than overall.

SMILES	CF NFkB block	LRH-1 inv ag	NCOA3 inh	TWEAK Fn14 block	EBV LMP1 NFkB	TROY signal inh	KKLEB tox	Shn3 inh set2	COUP-TFII inh	SRC1 inh	C8 TRAIL sens
Cc1cc(O)c2c(c1)OC(C)(C)C1=C2CC(C)CC1 (stereo not drawn)	-5	-2	-10	-11	-6	24	4	7	-3	-11	-17
CCCNC(=O)N1[C@H]2CC[C@@H]1C(C(=O)OC)=C(c1ccc(C(C)=O)cc1)C2	9	11	-3	15	5	-9	2	3	5	0	-4
COc1ccc(CCn2c(O)c(C=NCCN3CCCCC3)c(=O)[nH]c2=O)cc1OC	12	-1	13	3	-3	-16	-21	-14	2	7	11
NC(=O)Cn1cc(C(=O)c2ccccc2F)c2ccccc21	-4	12	10	-3	3	-6	23	-6	-5	-5	0
C[C@]12CCC3C(CC[C@H]4C[C@@H](O)CC[C@]34C)C1CC[C@@H]2OC(=O)[C@H](N)CCCCN (stereo partly drawn)	17	-7	-18	-22	1	9	-11	36	2	-7	5
COc1ccccc1NC(=O)N1C[C@@H]2C[C@@H](C1)c1cccc(=O)n1C2	-14	10	12	-9	-5	-7	11	4	-3	-17	4
O=[N+]([O-])NC1=NCN(Cc2ccco2)CN1Cc1ccco1	-26	1	19	23	1	4	12	16	-8	-29	-2
CN1CCN(c2cc(N3CCCC3)c([N+](=O)[O-])cc2F)CC1	6	38	23	3	-6	-8	8	-7	5	21	6
O=C(N/N=C/c1c(O)n(Cc2ccccc2)c(=O)[nH]c1=O)c1ccccc1	-9	-106	-55	-3	3	-61	12	-21	-22	-82	5
CCSC(=O)N1CCCCCC1	0	7	9	14	-1	9	-2	6	-5	-26	-6
CCCCn1c(O)c(C(C)=NCc2ccc(F)cc2)c(=O)[nH]c1=O	-44	-16	7	30	6	-13	-5	13	5	8	-1
CN1/C(=C\C=C2C(=O)NC(=S)NC2=O)C(C)(C)c2ccccc21	-53	-2	-3	-14	-19	6	-3	8	-4	1	-4
OCCNCCc1c[nH]c2ccc(OCc3ccccc3)cc12	13	-2	-8	-8	-3	19	-6	-16	-8	6	-16
COc1cc(OC)c(OC)cc1CNCCc1ccc2c(c1)OCO2	-11	-9	-1	-22	7	9	-1	7	6	-8	-14
CCOC(=O)[C@]12Cc3ccccc3[C@H]1N(Cc1ccccc1)C(=O)c1ccccc12	-17	-6	-5	2	-5	-16	-7	5	-4	-2	3
Cc1ccc(NP(=O)(Oc2ccccc2F)Oc2ccccc2F)cc1C	-3	4	17	0	1	27	-4	17	5	8	-2
Cn1c(O)c(C(=O)c2ccccc2F)c(=O)n(C)c1=O	6	-2	-12	-3	-20	8	-10	-12	11	1	-2
O=C1CC(=O)N(Cc2ccccc2)C(=O)N1CCCCCCN1C(=O)CC(=O)N(Cc2ccccc2)C1=O	4	-7	0	4	9	30	3	-15	8	0	-8
CC(=O)Nc1ccccc1C(=O)OCC(=O)c1ccc2ccccc2c1	0	12	7	13	2	0	-10	-3	1	9	4
O=[N+]([O-])CCO	5	-7	10	2	-2	-3	9	-4	12	-12	7
CCCN(CCC)C(=O)Cc1c(-c2ccc(Cl)cc2)nc2c(Cl)cc(Cl)cn12	3	11	-16	-37	-1	10	-6	8	-23	-9	-1
Nc1nc(N)c2cnnn2n1	8	-1	1	2	-4	-9	-19	-3	-9	2	-19
O=C(Nc1ccccc1Cl)OC1CN2CCC1CC2 (stereo not drawn)	2	-27	-14	-13	4	-5	4	9	-10	2	8
CC(C)CNc1c2c(nc3ccccc13)CCC2	-20	27	13	5	8	-15	-8	10	7	25	22
CCCc1nc2ccccc2c(=O)n1-c1ccc(OC)cc1	-4	12	20	1	-4	-13	-7	16	7	7	-3
O=C(Nc1ccc(Cl)cc1)Nc1nccs1	4	-17	-91	-9	-8	-38	0	-9	-19	-11	35
CCOc1ccc(C2(C#N)CC[N+](C)(C)CC2)cc1	-6	0	19	-9	2	10	-5	-2	4	-2	-1
N[C@@H]1CC[C@@]2(O)[C@H]3Cc4ccc(O)c5c4[C@@]2(CCN3CC2CC2)C1O5 (stereo partly drawn)	1	0	17	-2	4	-4	-2	-15	6	3	-14
Cn1c(O)c(C(c2ccncc2)c2c(O)n(C)c(=S)n(C)c2=O)c(=O)n(C)c1=S	5	-13	16	-2	-6	-2	-2	3	1	-10	-9
COCCOC(=O)C1=C(N)OC(C)=C(C(=O)OC)C12C(=O)Nc1ccccc12 (stereo not drawn)	11	-1	7	18	3	-5	-8	-5	13	-27	-3
CSc1nc2ccc(C)cc2c(=O)n1-c1cccnc1	-2	-6	12	1	-5	24	-15	-2	-4	-16	1
COc1ccc(-n2c(=O)[nH]c3ccccc3c2=O)c(OC)c1	2	-5	-4	-2	-13	5	-1	4	2	8	-5
FC(F)(F)c1ccc(CN2CCNCC2)cc1	2	23	1	9	-1	6	8	1	10	-26	3
O=C(c1ccccc1)c1cn(CC(=O)N2CCOCC2)c2ccccc12	3	3	12	0	8	-5	0	4	-18	6	5
c1cncc(CNC2CCCC2)c1	-1	9	3	3	-4	0	5	9	18	-3	-5
C[C@]12CCC3C(CC[C@H]4CC(=O)CC[C@]34C)C1CCC2=O (stereo partly drawn)	1	-10	-19	-7	4	0	4	13	4	8	0
Cc1ccc(Cn2nnnc2CN2CCC(n3nnc4ccccc43)CC2)cc1	-5	-13	9	-2	1	5	-2	2	7	-91	12
Cc1ccc(C2(O)CCN3CCCCC32)cc1 (stereo not drawn)	3	7	7	-5	-37	-5	-1	-6	-19	7	-3
COC(=O)C(Cc1ccc(N(CCCl)CCCl)cc1)N=Cc1ccccc1O (stereo not drawn)	75*	6	11	35	73*	33	-48	54	1	-4	42
Cc1ccc(-n2c(O)c(/C=N/NC(=O)c3ccncc3)c(=O)[nH]c2=O)cc1	18	-4	-6	4	0	12	-3	-16	-2	6	-3
COC(=O)C1=C(c2c(C)noc2C)C[C@@H]2CC[C@H]1N2C(=O)NC1CC1	-10	1	-3	-9	4	-7	13	8	0	-15	-7
CC(C(=O)Nc1ccc(Br)cc1C(=O)c1ccccc1)N1CCCCC1 (stereo not drawn)	-5	2	-6	4	-6	6	-12	17	3	-12	13
COc1cccc(NP(=O)(Oc2ccccc2Cl)Oc2ccccc2Cl)c1	9	11	9	30	-6	31	-9	11	6	-9	-4
CC(=O)OCC(=O)[C@H]1CC[C@H]2[C@@H]3CC[C@H]4C[C@H](O)CC[C@]4(C)[C@H]3C(=O)C[C@]12C	21	-16	12	20	4	-6	20	-14	-23	-15	-11
COC(=O)C1=C(c2ccc(-c3ccccc3)c(F)c2)C[C@@H]2CC[C@H]1N2C(=O)NC(C)C	4	4	11	7	-4	20	-5	54	34	16	8
Cc1nn(C)cc1/C=C1/CC2C3CC=C4CC(O)CCC4(C)C3CCC2(C)C1=O (stereo not drawn)	18	-1	-19	-16	-2	9	-2	-7	-1	5	-18
COc1ccc(CC2=NCCc3cc(OC)c(OC)cc32)cc1OC	16	-10	-4	-14	/	-13	-8	36	-6	16	6
CS(=O)(=O)c1ccc(C2=C(CNC(=O)c3ccncc3)[C@H]3CC[C@@H](C2)N3Cc2ccccc2)cc1	-14	6	0	-2	-2	-21	7	-18	-12	-38	6

2 records drawn at random from the list so far, as already listed:
SMILES	CF NFkB block	LRH-1 inv ag	NCOA3 inh	TWEAK Fn14 block	EBV LMP1 NFkB	TROY signal inh	KKLEB tox	Shn3 inh set2	COUP-TFII inh	SRC1 inh	C8 TRAIL sens
COC(=O)C1=C(c2c(C)noc2C)C[C@@H]2CC[C@H]1N2C(=O)NC1CC1	-10	1	-3	-9	4	-7	13	8	0	-15	-7
COC(=O)C1=C(c2ccc(-c3ccccc3)c(F)c2)C[C@@H]2CC[C@H]1N2C(=O)NC(C)C	4	4	11	7	-4	20	-5	54	34	16	8

The list continues:
SMILES	CF NFkB block	LRH-1 inv ag	NCOA3 inh	TWEAK Fn14 block	EBV LMP1 NFkB	TROY signal inh	KKLEB tox	Shn3 inh set2	COUP-TFII inh	SRC1 inh	C8 TRAIL sens
CCCCCCn1c(N)c(C(=O)NCCN2CCOCC2)c2nc3ccccc3nc21	-6	-16	-8	56*	1	/	-1	3	13	0	-14
COc1cc(CN2CCN(C(=O)COc3ccccc3)CC2)cc(OC)c1OC	5	9	6	-9	18	16	-7	1	-7	16	-4
COc1ccc(C2C(C(=O)N3CCC4(CC3)OCCO4)CC(=O)N2c2ccc(OC)cc2)cc1 (stereo not drawn)	11	-9	-10	1	-6	-9	-5	0	/	-2	-8
COC(=O)C1=C(c2ccc(F)cc2F)C[C@@H]2CC[C@H]1N2C(=O)NCc1ccco1	5	3	7	3	-3	-21	-3	12	4	6	3
CCOC(=O)N1CCC(NC(=O)CCc2nc(C3=CCN(C)CC3)no2)CC1	21&6	6&11	-37&13	-2&-4	-4&-12	-8&2	2&4	1&11	-10&7	4&-6	-3&-2
COC(=O)C1=C(c2ccc3ccccc3c2)C[C@@H]2CC[C@H]1N2C(=O)NCc1ccc(C(F)(F)F)cc1	10	12	-27	0	-3	5	-21	56	-3	5	16
CC(Cc1ccccc1)NC(=O)c1ccc(N)cc1 (stereo not drawn)	1	-68	-57	5	-35	-54	-8	-80	-31	-60	6
OC(CNCCc1c[nH]c2ccccc12)c1ccccc1 (stereo not drawn)	3	15	-3	4	-1	10	-2	4	-25	-20	-19
O=C1NC(=O)N(c2cccc(F)c2)C(=O)/C1=C/c1ccc(N2CCOCC2)cc1	2	-9	3	-3	-10	19	11	16	0	-14	11
Cc1cc2ccccn2c1C(C[N+](=O)[O-])c1c(F)cccc1Cl (stereo not drawn)	8	-12	-5	102*	-3	24	4	-11	3	-14	0
O=Cc1cn(CCCOc2ccccc2)c2ccccc12	34	-34	0	19	5	4	-13	16	-3	-4	12
CN(C)C(=O)Oc1ccc(-c2cn3cc(C(F)(F)F)ccc3n2)cc1	1	-114	-58	-45	-22	-80	10	-49	-24	-36	37
c1ccc(C2CN3CCC2CC3)cc1 (stereo not drawn)	11	4	12	5	/	17	3	13	25	2	-16
CN1C(=O)c2ccccc2Sc2ccc(C(=O)N3CCC4(CC3)OCCO4)cc21	-3	4	-23	0	0	-6	-6	0	11	8	7
CC1(C)CC(=O)C(C=NCCN2CCN(C(=O)Cc3ccc(F)cc3)CC2)=C(O)C1	7	-13	15	-9	2	13	-3	1	6	1	-37
COC(=O)C1=C(c2ccc3ccccc3c2)C[C@@H]2CC[C@H]1N2C(=O)N1CCOCC1	16	-6	-14	-14	1	-6	1	16	23	-10	9
CCN(CC)c1nc2c(C)cccn2c(=O)c1C=C1C(=O)NC(=O)NC1=O	3	21	3	-39	-1	20	24	14	-5	11	-1
COCCNC(=O)N1[C@H]2CC[C@@H]1C(C(=O)OC)=C(c1ccc(OC)c(OC)c1)C2	18	-16	16	-18	1	3	-20	-12	8	-15	-20
CCOC(=O)C1CCN(/C=C2/C(=O)NC(=O)N(c3ccc(OCC)cc3)C2=O)CC1	-5	12	5	18	-6	-10	16	9	-1	-34	5
CN(C)C(Cc1ccc(Cl)cc1)C(=O)c1ccccc1 (stereo not drawn)	-25	-34	-42	4	-12	14	6	-8	-21	-15	-13
COc1ccc(CNC(=O)CCC(=O)N2C[C@H]3C[C@H](C2)c2cccc(=O)n2C3)cc1	-24	2	-7	1	3	-9	12	4	5	-21	10
